# From PubChem BioAssay
# Rab9 promoter act: activates the Rab9 promoter. Huh7 Rab9 promoter-luciferase reporter, luminescence, 24 h. Potency, µM (titrated, usually from 9.22 µM), inactives show at the top dose activation, negative = inhibition, actives largely listed as activators. actives 2.8% (n = 320,000); note: % of control where 0% means no effect; nearly all actives have a fitted effect of over 60% in size
#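 Steps: seed 1500 Huh7 Rab9-luc cells per well, rest 2 h at 37 °C; add compound in DMSO; incubate 24 h; add luciferase reagent, 10 min ambient; read luminescence.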
# RORg inh: ROR gamma (mouse) transcription inhibition. P51450. actives 5.4% (n = 310,000). Potency, µM (titrated, usually from 53.6 µM), without a hit: at the top dose activity change, negative = inhibition, most hits filed as inhibitors. Drosophila S2 Gal4-RORgamma UAS-luciferase reporter, 20 h; note: % is set by controls: 0 for no effect and ±100 for the full control effect; nearly all actives have a fitted effect of over 60% in size
#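 Stably transfected Drosophila Schneider cells are the test system, with ROR gamma fused to Gal4 and luciferase under UAS control; luminescence is read after 20 hr of 700 uM copper sulfate induction at ambient temperature.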
# FLuc counter: firefly luciferase modulation, counter-screen for miR-21 project. P08659. purified FLuc, Km substrates, luminescence inhibition. Potency, µM (series often up to 57.5 µM), without a hit: at the highest dose activity change, negative = inhibition, most hits filed as inhibitors. actives 6.9% (n = 360,000). AID 588342;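 note: plate controls were vehicle for no effect and reference inhibitor for full effect; nearly all actives have a fitted effect of over 55% in size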
# Target sequence (P08659 whole entry, looked up): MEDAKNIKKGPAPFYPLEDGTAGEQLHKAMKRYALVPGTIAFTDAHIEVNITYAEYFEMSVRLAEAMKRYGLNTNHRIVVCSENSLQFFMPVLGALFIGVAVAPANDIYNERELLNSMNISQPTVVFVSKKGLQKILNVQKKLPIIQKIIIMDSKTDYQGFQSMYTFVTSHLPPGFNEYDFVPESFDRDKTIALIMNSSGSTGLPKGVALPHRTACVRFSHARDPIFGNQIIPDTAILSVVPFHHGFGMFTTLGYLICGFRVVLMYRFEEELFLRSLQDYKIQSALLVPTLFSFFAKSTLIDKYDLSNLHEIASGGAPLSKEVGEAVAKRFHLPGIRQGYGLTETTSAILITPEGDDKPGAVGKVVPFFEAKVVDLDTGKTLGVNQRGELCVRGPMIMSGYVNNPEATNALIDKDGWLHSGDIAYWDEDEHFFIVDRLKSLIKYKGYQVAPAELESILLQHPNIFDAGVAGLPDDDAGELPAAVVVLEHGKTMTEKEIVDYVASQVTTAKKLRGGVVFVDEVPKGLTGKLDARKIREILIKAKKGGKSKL
#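 Purified P. pyralis luciferase (10nM final) with 10uM D-luciferin and 10uM ATP (Km levels) in 50mM Tris acetate pH 7.5, 10mM Mg acetate, 0.01% Tween-20, 0.05% BSA; qHTS 6-point titration, ~60 µM downward; luminescence read.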
# p53 reactivation: re-activators of mutant p53; Potency, µM (doses to about 92.2 µM), for the others: at the top dose activity change, positive = activation, hits mostly activators; actives 0.063% (n = 320,000); AID 504706; H1299 p53-A138V BP100-luciferase reporter, luminescence, 24 h; note: % of control where 0% means no effect; nearly all actives have a fitted effect of over 45% in size
#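 p53-null H1299 cells stably carrying temperature-sensitive p53-A138V and a BP100-luciferase reporter were pinned with compounds (4-point, 1:5 series) and held 24 hrs at 37 deg C. Luminescence was read 10 min after detection reagent.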
# NPC1 prom act: activates the NPC1 promoter; Huh7 NPC1 promoter luciferase reporter, 24 h; Potency, µM (top dose mostly 9.22 µM), for inactives: at the top dose activation, actives largely listed as activators; actives 2.4% (n = 320,000);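 note: % of control where 0% means no effect; nearly all actives have a fitted effect of over 60% in size; reporter is driven by a mutant NPC1 promoter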
#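 Compounds in DMSO were transferred onto Huh7 NPC1-luciferase reporter cells pre-incubated 2 h; after 24 h at 37 °C, Amplite reagent was dispensed and luminescence recorded 10 min later.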
# BRCA1 expr act: BRCA1 expression activation; MCF7-BRCA1-FFLuc reporter, luminescence, 48 h; response scale: scaled: vehicle 0%, 10 µM genistein 100%; actives 1.1% (n = 380,000); AID 624202; Potency, µM (series often up to 46.1 µM), without a hit: top-dose activation, usual class: activators; note: nearly all actives have a fitted effect of over 80% in size; some results filed as inactive show a strong effect at the top dose
#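 Luminescence from a BRCA1-driven firefly luciferase in MCF7 cells was the read-out, taken 15 min after substrate addition following 48 h compound exposure at 37 °C. Data were normalized to a 10 microM genistein control and DMSO vehicle.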
# ELG1 genotoxic: genotoxicity induction in ELG1-luciferase HEK293T cells; Potency, µM (titrated, usually from 46 µM), for inactives: at the highest dose activity change, positive = activation, most hits filed as activators; actives 1.3% (n = 330,000); HEK293T ELG1-luciferase reporter, luminescence, 16 h; note: % of control where 0% means no effect; nearly all actives have a fitted effect of over 60% in size
#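 HEK293T cells expressing luciferase-tagged ELG1 were exposed to compound or DMSO vehicle for 16 hr at 37 °C and 5% CO2. Luciferase activity was then measured with ONE-Glo after 30 min at room temperature.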
# Gal4-VP16 FLuc: counter-screen for ROR gamma inhibitors: Gal4-VP16 reporter | Drosophila S2 Gal4-VP16 UAS-luciferase, luminescence, 20 h | Potency, µM (series often up to 53.6 µM), without a hit: at the top dose activity, negative = inhibition, usual class: inhibitors | actives 3.5% (n = 310,000);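 note: Gal4-VP16 expression switched on by copper sulfate through the metallothionein promoter; % is set by controls: 0 for no effect and ±100 for the full control effect; nearly all actives have a fitted effect of over 50% in size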
# MBNL1 CUG block: blocks human MBNL1 binding to CUG repeat RNA. Potency, µM (highest dose often 57.5 µM), without a hit: at the top dose activity change, negative = inhibition, most hits filed as inhibitors. Q9NR56. TR-FRET MBNL1-His/biotin-(CUG)12 binding, 665/545 ratio. actives 0.036% (n = 280,000). AID 2675; active = well fitted inhibition curve with a large enough effect in the signal ratio, with a control signal flat, not every such curve was filed as active; inconclusive = small, poorly fitted or top-dose-only effect, or effect the other way, or a change in a side signal; inactive = no such curve, though single readings can be large or run the other way; the % refers to the signal ratio; note: % is set by controls: 0 for no effect and ±100 for the full control effect
# Target sequence (Q9NR56 whole entry, looked up): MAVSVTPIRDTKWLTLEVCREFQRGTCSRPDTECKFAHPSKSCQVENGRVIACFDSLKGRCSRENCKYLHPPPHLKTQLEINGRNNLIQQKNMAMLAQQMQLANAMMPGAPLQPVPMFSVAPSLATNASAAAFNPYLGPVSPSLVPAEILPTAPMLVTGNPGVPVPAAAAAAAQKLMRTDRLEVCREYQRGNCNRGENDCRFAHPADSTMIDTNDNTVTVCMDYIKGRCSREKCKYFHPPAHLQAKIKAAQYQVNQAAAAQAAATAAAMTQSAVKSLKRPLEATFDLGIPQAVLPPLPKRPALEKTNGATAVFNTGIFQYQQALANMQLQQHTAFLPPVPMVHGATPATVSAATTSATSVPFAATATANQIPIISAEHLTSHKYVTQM
#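 Compound titration spanned 92 nM–58 uM against the MBNL1-His/biotin-(CUG)12 complex. After 60 min at room temperature with 5 nM streptavidin-XL665 and 0.055 ng/ul terbium anti-His, ratiometric 665/545 nm emission (Ex 340 nm) normalized to controls.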
# uPA generation: inhibitors of cell surface uPA generation. cell surface uPA generation assay, qHTS. Potency, µM (series often up to 38.3 µM), for inactives: at the top dose activity change, negative = inhibition, hits mostly inhibitors. actives 0.31% (n = 330,000). AID 540303; active = well fitted inhibition curve with a large enough effect; inconclusive = small, poorly fitted or top-dose-only effect; inactive = no such curve, though single readings can be large or run the other way; tested in mouse RAW 264.7 cells; note: % is set by controls: 0 for no effect and ±100 for the full control effect; nearly all actives have a fitted effect of over 55% in size
# Active calls of the source: *; ? = inconclusive; . = not tested or not shown; [ ] = remark or other dose. Unless noted, calls come from the whole dose curve; as a rule, active = well fitted curve in the direction sought with a large enough effect; inconclusive = small, poorly fitted or top-dose-only effect, or another doubt; inactive = no such curve, though single readings can be large; an effect the other way counts as inactive or inconclusive. Potency is the fitted concentration of half-maximal effect.
SMILES,Rab9 promoter act,RORg inh,FLuc counter,p53 reactivation,NPC1 prom act,BRCA1 expr act,ELG1 genotoxic,Gal4-VP16 FLuc,MBNL1 CUG block,uPA generation
COc1ccc(CCNC(=O)c2cccc(NS(=O)(=O)c3ccccc3F)c2)cc1OC,0%,0%,-1%,-9%,-4%,-21%,-9%,16%,0%,2%
CCOC(=O)CSc1nc2c(c(=O)n(C)c(=O)n2C)n1Cc1ccccc1F,-2%,-36%,-1%,0%,-1%,-17%,2%,1%,-9%,3%
COc1ccc(NC(=O)N2CCC(n3nnc4cc(C)ccc43)CC2)cc1,-1%,40%,-1%,-14%,-3%,2%,4%,-7%,-2%,11%
Cc1cc2ncn(/N=C/c3ccc([N+](=O)[O-])s3)c2cc1C,-8%,-17%,1%,?,6%,.,-4%,-1%,22%,-10%
O=C(CNC(=O)CNC(=O)c1ccc(Cl)cc1Cl)NCc1cccc(Cl)c1,12%,-4%,-1%,-8%,4%,0%,-7%,7%,0%,1%
CC1CCCN(C(=O)CCNS(=O)(=O)c2ccc3c(c2)c(=O)n(C)c(=O)n3C)C1 (stereo not drawn),-2%,1%,3%,-2%,-4%,3%,-2%,-2%,-7%,-6%
COc1ccc(CCNC(=O)CNS(=O)(=O)c2ccc(Br)s2)cc1OC,1%,4%,1%,1%,-2%,1%,-1%,-3%,6%,1%
O=C(COC(=O)C1c2ccccc2Oc2ccccc21)NC1CCS(=O)(=O)C1 (stereo not drawn),-4%,4%,-5%,-1%,0%,-21%,-3%,1%,2%,2%
COc1ccc(-c2cc(C(=O)Nc3c(C)nn(Cc4ccccc4Cl)c3C)no2)cc1OC,-4%,24%,0%,-21%,-3%,-33%,3%,-7%,0%,.
c1ccc(CNc2nc3ccccc3n3cnnc23)cc1,-4%,4%,3%,-1%,-4%,4%,17%,-1%,114%[activator],2%
COc1ccc(OCC(=O)Nc2ccc(N3CCOCC3)cc2)c([N+](=O)[O-])c1,-7%,14%,-1%,4%,-2%,23%,-8%,1%,?,6%
Cc1ccc(NC(=O)CC(NCC2CCCO2)C(=O)O)cc1C (stereo not drawn),1%,4%,-2%,-2%,0%,-21%,5%,-7%,-11%,2%
COc1ccc(-c2cc(C(F)(F)F)nc(SCC(=O)Nc3ccc4c(c3)OCO4)n2)cc1OC,-2%,-10%,-1%,4%,-4%,-53%,?,-26%,-9%,-4%
Cc1ccc(C(=O)CSc2nc3ccccc3c(=O)[nH]2)cc1C,-3%,32%,-9%,3%,-3%,-2%,5%,-6%,?,-2%
CC1CCc2c(C(=O)N3CCN(S(=O)(=O)c4cccs4)CC3)csc2C1 (stereo not drawn),0%,22%,3%,-13%,-2%,-29%,-16%,8%[0.365 µM],?,.

# Entries from the list above that contain a Cl atom, in the order listed:
SMILES,Rab9 promoter act,RORg inh,FLuc counter,p53 reactivation,NPC1 prom act,BRCA1 expr act,ELG1 genotoxic,Gal4-VP16 FLuc,MBNL1 CUG block,uPA generation
O=C(CNC(=O)CNC(=O)c1ccc(Cl)cc1Cl)NCc1cccc(Cl)c1,12%,-4%,-1%,-8%,4%,0%,-7%,7%,0%,1%
COc1ccc(-c2cc(C(=O)Nc3c(C)nn(Cc4ccccc4Cl)c3C)no2)cc1OC,-4%,24%,0%,-21%,-3%,-33%,3%,-7%,0%,.

# Compound profiles, as listed above. Values in the order: Rab9 promoter act, RORg inh, FLuc counter, p53 reactivation, NPC1 prom act, BRCA1 expr act, ELG1 genotoxic, Gal4-VP16 FLuc, MBNL1 CUG block, uPA generation
# Entry for c1ccc(CNc2nc3ccccc3n3cnnc23)cc1 → -4%, 4%, 3%, -1%, -4%, 4%, 17%, -1%, 114%[activator], 2%
# Entry for Cc1ccc(NC(=O)CC(NCC2CCCO2)C(=O)O)cc1C (stereo not drawn) → 1%, 4%, -2%, -2%, 0%, -21%, 5%, -7%, -11%, 2%

# Continued.
SMILES,Rab9 promoter act,RORg inh,FLuc counter,p53 reactivation,NPC1 prom act,BRCA1 expr act,ELG1 genotoxic,Gal4-VP16 FLuc,MBNL1 CUG block,uPA generation
COc1ccccc1NS(=O)(=O)c1ccc(NC(C)=O)cc1,-2%,16%,5%,-7%,5%,-6%,0%,-6%,-4%,.
CCN(C(=O)CSc1nc2nc(C)cc(C)n2n1)c1ccccc1,2%,7%,0%,-4%,-3%,-5%,2%,3%,-4%,-5%
COc1ccc(/C=C/C(=O)Nc2ccccc2C(=O)N2CCCC2)cc1,?,1%,9.5µM*,28%,?,0%[1.84 µM],15%,1%,9%,-4%
CCOc1ccc(-n2c(=O)c3sccc3n(CC(=O)NCc3ccco3)c2=O)cc1,-6%,0%,-4%,-3%,0%,1%,2%,2%,11%,.
COc1ccc(NC(=O)NCCCCc2ccccc2)c(OC)c1,-1%,5%,-1%,-6%,-3%,4%,-7%,-2%,-1%,5%
N#CC1(Cc2ccccc2Cl)c2ccccc2C=CN1C(=O)c1ccccc1 (stereo not drawn),-8%,-4%,0%,-5%,-3%,-43%,-8%,0%,-6%,-4%
C=CCN1C(=O)C2(c3ccccc31)C1CCCC=C1C(C#N)=C(N)C2(C#N)C#N (stereo not drawn),-9%,?,-5%,-2%,0%,-50%,2%,7%[0.365 µM],?,-6%
CCCN(CC1CC1)C(=S)Nc1ccc(Oc2ccccc2)cc1,-5%,13µM*,0%,7%,-5%,4%,1%,8.9µM*,7%,-2%
Cc1noc(C)c1S(=O)(=O)N1CCCC1C(=O)NC(C)(C)C (stereo not drawn),-3%,-28%,-1%,13%,-4%,3%,-2%,14%,-7%,-18%
Cc1cc(C)cc(N2C(=O)CN(Cc3sccc3C)C2=S)c1,-3%,40%,-3%,-7%,0%,-19%,0%,-4%,15%,1%
Cc1nc2ccc(C(=O)N3c4ccccc4CC3C)cc2s1 (stereo not drawn),-13%,8%,2%,-3%,-26%,-22%,-2%,2%,1%,?
COc1ccccc1CNS(=O)(=O)c1cc(C)ccc1OC,-3%,-6%,-1%,0%,-6%,-11%,0%,-1%,3%,-5%
Cn1c(-c2cc(Br)ccc2O)n[nH]c1=S,-6%,?,-1%,-3%,-2%,35%,1%,?,-8%,-5%
COC(=O)CCNC(=O)Cn1cnc2sc3c(c2c1=O)CCCC3,0%,8%,1%,0%,-3%,5%,-19%,8%,1%,6%
Cc1noc(-c2ccc(Cl)cc2)c1C(=O)O/N=C(\N)c1ccc(C(C)(C)C)cc1,-3%,7.1µM*,-5%,-12%,-38%[inhibitor],-76%,-14%,7.9µM*,0%,5%
CC(C)OCCCNC(=O)C1CC(=O)N(CCc2ccc(F)cc2)C1 (stereo not drawn),-3%,-21%,0%,.,0%,-21%,0%,4%,6%,2%
Cn1c(CNC(=O)CNS(=O)(=O)c2ccc(F)cc2F)cc(=O)n(C)c1=O,2%,-31%,2%,10%,1%,0%,0%,2%,1%,5%
O=C(Nc1cc([N+](=O)[O-])ccc1O)c1ccc2c(c1)C(=O)N(Cc1ccco1)C2=O,4µM*,?,?,-2%,4µM*,-11%,3%,-2%,2%,-3%
CCOc1ccc(NC(=O)CSC2=C(C#N)C(c3ccc4c(c3)OCO4)CC(=O)N2)cc1 (stereo not drawn),14%,-15%,4%,-8%,0%,-31%,0%,-8%,0%,2%
CCCc1cc(=O)oc2cc(C)cc(OCC(=O)NCCCN3CCOCC3)c12,-1%,4%,0%,-5%,-2%,-18%,0%[9.26 µM],6%,-8%,5%
O=C(CSc1nc2ccccc2o1)c1cc2ccccc2oc1=O,9%,-19%,-12%,?,-2%,-61%,4%,25%,?,-7%
CCOC(=O)N1CCN(S(=O)(=O)c2cccs2)CC1,1%,-7%,0%,-8%,0%,20%,0%,-8%,-5%,-1%
Cc1ccn2cc(-c3cccc(S(=O)(=O)N4CCCC4)c3)nc2c1,9%,-16%,12µM*,25%,14%,9%,6%,4%,4%,-2%
O=C(NCC1(N2CCCCC2)CCCCC1)c1cccc(NS(=O)(=O)c2ccccc2)c1,-8%,.,2%,0%,5%,-20%,-3%,.,.,-2%
O=C(O)C1C2C=CC(C3CC23)C1C(=O)O (stereo not drawn),-2%,3%,-2%,-14%,-2%,16%,1%,-14%,-2%,-1%
O=C(Nc1ccc(N2CCN(C(=O)c3ccccc3)CC2)cc1)c1ccc(Br)o1,0%,-10%,1%,-17%,8%,8%,-25%,-3%,0%,9%
Cc1cc2oc(C(=O)N(Cc3ccccc3)c3ccccn3)cc(=O)c2cc1Cl,-7%,-11%,-3%,0%,-4%,-23%,-4%,-1%,10%,15%
COc1ccccc1-c1coc2cc(OC(=O)N3CCOCC3)ccc2c1=O,?,15%,?,11%,?,96%,17%,-14%,3%,-10%

# Four compounds out of the list above, arranged by their value in NPC1 prom act, descending.
structure | RORg inh | p53 reactivation | NPC1 prom act | uPA generation
O=C(Nc1ccc(N2CCN(C(=O)c3ccccc3)CC2)cc1)c1ccc(Br)o1 | -10% | -17% | 8% | 9%
Cn1c(CNC(=O)CNS(=O)(=O)c2ccc(F)cc2F)cc(=O)n(C)c1=O | -31% | 10% | 1% | 5%
CCOc1ccc(NC(=O)CSC2=C(C#N)C(c3ccc4c(c3)OCO4)CC(=O)N2)cc1 (stereo not drawn) | -15% | -8% | 0% | 2%
CCCc1cc(=O)oc2cc(C)cc(OCC(=O)NCCCN3CCOCC3)c12 | 4% | -5% | -2% | 5%
